Screens from PubChem BioAssay.
HSP90 inh: HSP90 refolding inhibition in rabbit reticulocyte lysate; luciferase refolding luminescence, 3 h; inhibition, % at 5.6 µM; hit rate 0.91% among 290,000; AID 1789;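 active = inhibition above the screen-wide mean plus 3 SD, computed separately per campaign, cut at about 16% in these data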;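 also: 0% = DMSO wells and 100% = 60 µM geldanamycin wells; inhibitors lower the luminescence because luciferase stays unfolded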
HSF1 inh: HSF1 inhibition. AID 2098. activity change, negative = inhibition, % at 7.5 µM (by protocol). hit rate 0.77% among 300,000. NIH3T3-HGL HSE-luciferase, MG132-induced, luminescence 8 h; hits give low values;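 active = more than half of replicate wells show activity change below -50%, luminescence cut by over half; inconclusive = some wells, but at most half, below -50%; inactive = no replicate well below -50%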;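 also: luciferase reports HSF-1 transcriptional activity via heat shock element; 0% = median of DMSO wells and -100% = zero luminescence signal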
GSK3beta inhib: blocks human GSK3beta kinase activity. P49841. GST-GSK3beta kinase, ADP-Glo luminescence, 60 min; hits give low values. activity score (negative = inhibition), % at 10 µM. hit rate 0.038% among 300,000. AID 2097;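 active = more than half of replicate wells score below -50%, meaning over 50% inhibition versus plate controls; inconclusive = some replicates but at most half score below -50%; inactive = no replicate scores below -50%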;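 also: 0% = median DMSO wells and -100% = median GW8510 positive control wells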
Target sequence (P49841 whole entry, looked up): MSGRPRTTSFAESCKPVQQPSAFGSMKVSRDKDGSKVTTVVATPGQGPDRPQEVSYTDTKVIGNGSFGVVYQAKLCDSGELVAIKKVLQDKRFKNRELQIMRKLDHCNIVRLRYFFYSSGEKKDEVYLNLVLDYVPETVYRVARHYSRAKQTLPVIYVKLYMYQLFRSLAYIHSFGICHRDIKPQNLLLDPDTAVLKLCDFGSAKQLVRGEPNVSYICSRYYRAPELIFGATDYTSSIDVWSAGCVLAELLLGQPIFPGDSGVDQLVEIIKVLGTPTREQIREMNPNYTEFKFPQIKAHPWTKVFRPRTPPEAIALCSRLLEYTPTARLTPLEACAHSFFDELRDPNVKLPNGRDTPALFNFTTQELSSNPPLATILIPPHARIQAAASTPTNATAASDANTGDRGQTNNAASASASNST
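Assay system: GST-tagged human GSK3beta kinase, cell-free; Input: 1.6 ng GSK3beta; Medium: Tris/MgCl2 kinase buffer; Timing: 60 min enzyme reaction, room temperature; Signal: ADP-Glo luminescence quantifying ADP generated by kinase; Evaluation: score relative to plate controls; Benchmarks: DMSO neutral wells and GW8510 at 20 µM as positive.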
Platelet DG rel: platelet dense granule release activity; AID 1663; hit rate 0.22% among 300,000; human platelet-rich plasma, SFLLRN dense granule ATP release, luminescence; inhibition, %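 (compounds screened at 7.5 µM in platelet-rich plasma)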;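 active = mean replicate score, as percent of positive control, at or above 50; inconclusive = mean below 50 but at least one replicate at or above 50; inactive = mean and every replicate below 50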
HDAC3 inhib: human HDAC3 inhibition | O15379 | recombinant HDAC3, fluorogenic peptide/trypsin coupled, fluorescence | inhibition, % at 8.3 µM | hit rate 0.15% among 320,000; in the data active = inhibition above about 26%, passing the limit was not always enough; inconclusive = no clear call, values can overlap the other calls
Target sequence (O15379 whole entry, looked up): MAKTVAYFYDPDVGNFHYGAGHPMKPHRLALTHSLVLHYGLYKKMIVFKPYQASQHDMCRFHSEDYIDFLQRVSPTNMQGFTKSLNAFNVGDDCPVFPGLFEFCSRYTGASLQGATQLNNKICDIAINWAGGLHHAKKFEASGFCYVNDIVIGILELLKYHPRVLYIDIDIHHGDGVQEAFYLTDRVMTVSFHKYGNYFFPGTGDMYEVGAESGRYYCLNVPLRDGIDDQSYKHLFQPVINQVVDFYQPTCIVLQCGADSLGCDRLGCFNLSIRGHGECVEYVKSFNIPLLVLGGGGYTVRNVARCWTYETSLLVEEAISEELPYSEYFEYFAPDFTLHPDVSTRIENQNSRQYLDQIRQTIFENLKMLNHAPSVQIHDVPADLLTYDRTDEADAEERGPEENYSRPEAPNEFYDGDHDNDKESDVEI
GSK3 alpha inh: blocks human GSK-3 alpha kinase; inhibition, % at 10 µM; hit rate 0.1% among 320,000; P49840; ADP-Glo luminescence, 60 min;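 in the data active = inhibition above about 50%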;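 also: GST-tagged GSK-3 alpha with peptide substrate and 25 µM ATP; 0% = DMSO neutral wells and 100% = GW8510 positive control wells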
HSF1 activator: increases HSF-1 driven luciferase reporter signal. NIH3T3-HGL HSF-1 luciferase reporter, MG132, 8 h; 100% = twice DMSO control signal. activation, % at 9 µM. hit rate 1.7% among 300,000. AID 504408;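 active = mean replicate activation of at least 50% with a set share of replicates each reaching 50%; inconclusive = only one of those two conditions met; inactive = mean below 50% and too few replicates reaching it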;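 also: 0% = median of the neutral control wells and 100% = twice that signal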
DYRK1A inh: Dyrk1A (rat) kinase inhibition. Q63470. ADP-Glo luminescence, NFATc1 peptide. inhibition, % at 12.5 µM. hit rate 0.43% among 310,000. AID 504441; in the data active = inhibition above about 50%;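 also: plate controls were vehicle with enzyme for no effect and no enzyme for full effect; many of its hits are not listed in these tables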
AI-2 QS modul: Vibrio harveyi AI-2 quorum sensing modulation; Vibrio harveyi JMH597 AI-2 luminescence/OD600 ratio, 9 h; hits give low values; strain lacks LuxN and CqsS sensors; 0 = neutral-control median; activity change, % at 7.5 µM; hit rate 0.4% among 300,000; in the data active = activity change below about -75%, passing the limit was not always enough; inconclusive = no clear call, values can overlap the other calls;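 also: luminescence divided by OD600 gain over 9 h not by final OD600 alone; inactives centre near 13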
PolyA inhibitor: inhibitors of polyadenylation in S. cerevisiae; S. cerevisiae SKY197-pL101 polyadenylation reporter, beta-gal luminescence; efflux-impaired pdr1/pdr3 knockout yeast; score 100 = 6 SD above DMSO; calls only at 12 µM; hit rate 0.02% among 300,000; AID 1875;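 active = lowest replicate activity score at least 50, where 100 means six control SD above control mean; inconclusive = lowest score under 50 but half or more replicates reach 50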;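 also: yeast exposed to compound for 9 h at 30 °C; higher score means more reporter readthrough which indicates perturbed polyadenylation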
* marks the source's active call; other numbers are inactive results; i = inactive; ? = inconclusive; . = not tested or not shown; & = joins results of further samples. An excerpt, so the mix of outcomes need not match the whole.

SMILES	HSP90 inh	HSF1 inh	GSK3beta inhib	Platelet DG rel	HDAC3 inhib	GSK3 alpha inh	HSF1 activator	DYRK1A inh	AI-2 QS modul	PolyA inhibitor
CC(C)=CCN1CCC(n2nccc2NC(=O)c2ccccc2Cl)CC1	-3	5	2	-1	-12	6	-3	-5	30	i
Cc1cccc(NC(=S)NNC(=O)CCn2cc(C)cn2)c1	-1	1	0	-1	4	-1	12	1	4	i
COc1cc(OC)c(OC)cc1/C=C/c1cc(C(F)(F)F)[nH]c(=O)n1	-3	-8	3	15	-1	-2	6	-5	21	i
COc1cc(O)c(C(CC(=O)N2CCCC(C)C2)c2ccc(N(C)C)cc2)c(OC)c1 (stereo not drawn)	.	4	0	2	-1	-1	4	5	1	i
CC(C)(C)OC(=O)N1CCC(c2c(C(=O)NCC3CCN(C4CCCC4)C3)cnn2-c2ccc(F)cc2)CC1 (stereo not drawn)	-4	-5	-1	5	1	-1	-2	0	32	i
CC1CC(C)CN(CCCCOc2ccc([N+](=O)[O-])cc2)C1 (stereo not drawn)	0	-4	0	1	-2	-3	-10	0	14	i
Cc1c(NC(=S)NC(=O)C(C)(C)C)cccc1[N+](=O)[O-]	8	-14	-3	9	1	8	6	4	26	i
CCCCN(C(=O)CCNC(=O)NC12CC3CC(CC(C3)C1)C2)c1c(N)n(CCCC)c(=O)[nH]c1=O	.	-7	3	-3	0	-4	-6	-4	13	i
Cc1cc(OC(=O)N2CCOCC2)cc(C)c1Cl	1	-4	-5	1	3	-1	6	-2	-1	i
C=CCn1c(C)nc2ccccc2c1=O	3	3	-1	-9	-1	-5	2	-2	24	i
COc1cc(/C=N/NC(=O)c2ccc(Cl)c(S(N)(=O)=O)c2)ccc1OCC(N)=O	-6	-1	0	1	8	1	-17	1	27	i
COc1ccc(CN2C(=O)C(CC(C)C)Nc3ncnc(N4CCOCC4)c32)cc1 (stereo not drawn)	.	4	2	0	7	-1	14	-12	10	i
O=C1CC(N2CCc3ccccc32)C(=O)N1c1ccccc1 (stereo not drawn)	-4	7	-1	-18	-8	-2	21	.	20	i
COc1ccccc1C(=O)Nc1ccc2c(c1)CCCN2C(=O)c1ccccc1	-5	8	-1	54*	1	1	17	2	28	i
COc1ccc(C(=O)/C=C/c2ccc(OCc3ccccc3)cc2)cc1CSCC(=O)O	-5	16	12	-12	7	.	55*	1	23	i
N#Cc1c(N)nc2c(c1N)CC(CCl)O2 (stereo not drawn)	-6	1	3	-14	-7	4	2	11	24	i
CCOc1cc(NC(=O)c2cccs2)c(OCC)cc1NC(=O)c1ccccn1	3	-5	-3	-14	2	-4	4	1	15	i
Cc1ccc(-c2nc(C(=O)NCC3CCCO3)cc3c2[nH]c2ccccc23)cc1 (stereo not drawn)	-3	-4	2	7	-5	-2	-9	-4	13	i
O=C(NCC1CCCO1)c1ccc(NC(=O)c2cccc(Br)c2)cc1 (stereo not drawn)	1	-8	-1	-4	-3	.	10	-6	-2	i
O=C(c1ccc(F)cc1)c1cc2ccccc2o1	4	8	1	-7	4	.	12	-2	-4	i
O=C1C2C(c3ccccc3)=NN(c3ccccc3)C2C(=O)N1c1ccccc1 (stereo not drawn)	0	-2	1	5	-1	1	0	-1	8	i
C=CCOc1ccc(/C=N/NC(=O)CN2CCCCC2)cc1OC	-4	-3	1	-1	4	2	2	1	12	i
CCCCC(=O)Nc1ccccc1C(C)C	-2	.	0	2	12	-2	.	.	2	i
O=C(N/N=C/c1cccnc1)c1cccc(Br)c1	0	-8	-1	5	0	2	6	3	3	i
Cc1cc(C)cc(OCC(=O)Nc2ccc(CN3CCCCC3)cc2)c1	-3	-4	0	5	-8	0	7	2	45	i
CCCN1CCN(C(=O)Cn2cnc3ccc(S(=O)(=O)N4CCC(C)CC4)cc3c2=O)CC1	4	-4	2	-4	9	-1	-8	0	6	i
COc1ccc(CNC(=O)[C@@H]2CC=C[C@@H]3CCN(Cc4ccc(Cl)c(Cl)c4)C(=O)[C@@H]32)cc1	.	4	0	-2	0	-2	-5	6	18	i
O=C(NC1CCS(=O)(=O)C1)/C(=C/c1ccco1)NC(=O)c1ccccc1 (stereo not drawn)	-1	-1	1	-3	4	-2	26	2	15	i
CNC(=S)NNc1ccccc1[N+](=O)[O-]	-3	7	0	9	-16	-2	2	.	26	i
CCOCCCNC(=O)CN1C(=O)CSc2cc(S(=O)(=O)N3CCCCCC3)ccc21	-3	-10	-3	-4	3	0	11	5	16	i
COc1ccc(OCC(=O)Nc2cc(OC)ccc2N2CCCCC2)cc1	4	10	1	6	-1	-3	10	2	13	i
CSCC[C@H](NC(=O)OC(C)(C)C)C(=O)N1CCC(C(=O)N[C@H](C(=O)O)C(C)C)CC1	-5	-6	0	0	-1	0	-4	-2	24	i
COc1ccc(C(=O)NCc2nnc(SCC(=O)Nc3nc4ccc(C)cc4s3)o2)cc1OC	1	-3	-3	2	0	-2	3	1	16	i
O=C(Nc1ccon1)c1csc2ccccc12	4	7	2	7	-5	0	30	6	3	i
O=C(OC(C(=O)NCc1ccccc1)c1ccccc1F)c1ccco1 (stereo not drawn)	0	2	0	-1	2	-1	8	-2	-1	i
O=C1c2ccccc2S(=O)(=O)c2cc(C(=O)N(c3ccccn3)c3ccccn3)ccc21	3	-12	-7	-3	2	8	15	16	16	i
O=C(/C=C/c1ccccc1)NC1CCS(=O)(=O)C1 (stereo not drawn)	3	4	0	-2	4	-2	11	1	12	i
CC(=O)N(NC(N)=O)C(C)CC(=O)C1C(C)C=CCC1(C)C (stereo not drawn)	-2	-3	1	0	.	-4	-4	-5	-3	i
CCOc1ccc(NS(=O)(=O)c2ccc(C(=O)NCC(c3ccccc3OC)N3CCCC3)cc2)cc1 (stereo not drawn)	.	-4	-5	-1	3	1	-2	6	22	i
COc1ccc(S(=O)(=O)N2CCCCC2)cc1NC(=O)c1ccccc1	.	2	2	0	3	-1	11	6	8	i
CN1OC(CC(=O)O)N(c2ccc(Cl)cc2)C1=O (stereo not drawn)	1	-1	1	-1	-3	-1	-1	0	10	i
CCOc1cc(-c2noc(CCCC(=O)NC3CCCCC3)n2)ccc1OC	0	-1	1	16	-6	2	12	-8	38	i
COC(=O)c1ccc(CSc2nnc(CNC(=O)c3ccc(OC)cc3)o2)o1	2	-11	1	0	7	.	2	-1	8	i
C[n+]1c2n(c3ccccc31)N=C(c1ccccc1)CS2	3&0	-9&9	3&-1	-2&0	31*	0&0	-7&13	-6&3	1&-2	i
Cc1onc(-c2c(F)cccc2Cl)c1C(=O)NCc1ccc2c(c1)OCO2	-7	-3	-3	-11	0	3	-11	0	11	i
O=C(c1ccc2c(c1)N(Cc1ccccc1)CCS2)N1CCCCC1	5	0	4	0	0	.	23	25	6	i
CC1=C(C(=O)OC(C)C)C(c2c[nH]c3ccccc23)n2ncnc2N1 (stereo not drawn)	-4	2	0	-61	?	93*	9	5	-7	i
COc1ccc(C)cc1S(=O)(=O)NC1CCCCC1	-2	0	1	-5	-3	-4	-25	5	-5	i
COC(=O)c1cc(OC)c(OC)cc1NC(=S)Nc1cccc(Cl)c1	2	9	-1	1	-16	-1	1	6	10	i
COc1ccc(CNC(=O)CCC(=O)N2CC(C)Oc3ccccc32)cc1 (stereo not drawn)	-2	16	2	-3	-14	-1	?	6	19	i
COc1ccc(CCNC(=O)CCN2C(=O)c3ccccc3C2=O)cc1OC	-5	-6	0	-11	2	0	10	.	43	i
O=C(COc1ccc(Cl)cc1)NC1CC1	-4	0	-4	-5	2	1	8	4	4	i
C/C(=N\Nc1nc2ccc(Cl)cc2o1)c1ccccc1	1	9	1	1	7	2	32	.	-4	i
O=C(c1ccc2c(=O)n3c(nc2c1)CCCCC3)N1CCCCC1	-3	-2	-1	4	-9	-1	-18	4	21	i
COc1ccc(-c2ocnc2C(=O)Nc2ccccc2N2CCCCC2)cc1	1	-5	3	4	-5	-2	4	0	16	i
COc1ccc(Nc2cc(Nc3ccccc3)ncn2)cc1	0	17	-1	4	2	-1	36	-6	37	i
COC(C(=O)Nc1ccc(S(=O)(=O)Nc2c(C)cccc2C)cc1)c1ccccc1 (stereo not drawn)	-2	-2	1	-18	2	2	9	3	19	i
Cc1ccccc1Nc1c(-c2cccnc2)nc2ccc(Br)cn12	2	10	1	-8	5	1	10	4	17	i
Cc1cc(SCC(=O)c2ccccc2)nc(=O)[nH]1	-1	5	-3	-3	45*	4	11	1	22	i
Cn1c(=O)oc2cc(S(=O)(=O)N3CCN(C(=O)c4ccco4)CC3)ccc21	-2	5	3	0	-8	0	-3	-2	18	i

More results follow.
SMILES	HSP90 inh	HSF1 inh	GSK3beta inhib	Platelet DG rel	HDAC3 inhib	GSK3 alpha inh	HSF1 activator	DYRK1A inh	AI-2 QS modul	PolyA inhibitor
Cc1cccc(-c2noc(CN(C(C)C)S(=O)(=O)c3ccc(F)cc3)n2)c1	-5	-19	0	8	-4	-2	-32	-2	29	i
COc1cc(C(=O)N2CCC(O)(c3ccccc3)CC2)cc(OC)c1OC	2	-13	-1	-6	0	.	-19	-1	21	i
COCc1ccc(CN2CCc3c([nH]c4ccccc34)C2CC(C)C)o1 (stereo not drawn)	-2	1	5	-18	3	-1	-1	9	0	i
O=C1/C(=C/c2cccnc2)N=C2CCCCCN12	2	0	1	-8	0	-1	18	-41	17	i
COc1ccc(CNC(=O)C(c2ccco2)N(Cc2ccccc2)C(=O)Cc2cccs2)cc1 (stereo not drawn)	-4	-3	-3	1	2	1	5	12	10	i
CCCn1c(SCc2cc(=O)oc3ccc4ccccc4c23)n[nH]c1=O	1	7	-2	10	-15	.	33	20	16	i
O=C(CSc1ccc(-c2ccncc2)nn1)N1CCCCC1	2	-4	0	2	1	2	15	-4	23	i
S=C(Nc1ccccc1Cl)N1CCCC1	2	-6	0	8	-8	-1	-1	-3	19	i
CCOC(=O)c1cnn(-c2nc3c(C)cccc3s2)c1C(F)(F)F	-1	2	-1	-4	-2	0	-6	-2	16	i
COc1ccc(N2C(=O)CN=C2Nc2cccc(C)c2C)cc1OC	2	0	-2	3	-2	10	-4	7	3	i
COC(=O)C1CCN(C(=O)C(C)Oc2ccc(Cl)cc2Cl)CC1 (stereo not drawn)	3	15	-2	-6	-3	3	2	-3	11	i

Gathered by group: those above with two or more sulfur atoms.
SMILES	HSP90 inh	HSF1 inh	GSK3beta inhib	Platelet DG rel	HDAC3 inhib	GSK3 alpha inh	HSF1 activator	DYRK1A inh	AI-2 QS modul	PolyA inhibitor
CCOCCCNC(=O)CN1C(=O)CSc2cc(S(=O)(=O)N3CCCCCC3)ccc21	-3	-10	-3	-4	3	0	11	5	16	i
COc1ccc(C(=O)NCc2nnc(SCC(=O)Nc3nc4ccc(C)cc4s3)o2)cc1OC	1	-3	-3	2	0	-2	3	1	16	i
